Screening data: PubChem BioAssay, several laboratories
procasp7 counter = counter-screen: procaspase-7 (human) activation; actives 0.093% (n = 330,000); recombinant procaspase-7, Ac-DEVD-pNA absorbance 405 nm; D23A/D198A/D206A triple mutant, cannot self-cleave; scale: DMSO 0, 5 µM enzyme 100; activation, % at 8.5 µM;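 active = percent activation above the screen-wide mean plus 3 SD, cut at about 25% in these data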
Target sequence (P55210 whole entry D23A/D198A/D206A): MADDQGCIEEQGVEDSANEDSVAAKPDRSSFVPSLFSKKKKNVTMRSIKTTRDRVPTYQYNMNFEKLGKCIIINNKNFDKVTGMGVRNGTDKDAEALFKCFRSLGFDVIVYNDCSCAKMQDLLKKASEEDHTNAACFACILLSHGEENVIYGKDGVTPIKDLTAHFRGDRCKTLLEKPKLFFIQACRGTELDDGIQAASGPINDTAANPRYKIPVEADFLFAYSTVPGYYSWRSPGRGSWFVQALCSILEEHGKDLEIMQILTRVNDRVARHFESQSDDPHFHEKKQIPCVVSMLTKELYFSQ
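Assay system: Uncleavable procaspase-7 mutant enzyme / Input: 2 µM procaspase-7 mutant as dispensed / Dosing: single nominal 8.5 µM compound dose, 0.8% DMSO final / Timing: 1 h enzyme–compound preincubation and 2 h substrate reaction, both 25 °C / Detection: p-Nitroaniline absorbance at 405 nm, read at 0 and 120 min / Replication: singlicate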
PP1 counter = PP1-alpha (human) inhibition in PP5 counter-screen; P62136; purified PP1alpha, OMFP fluorescence; inhibition, % at 6.7 µM; actives 0.9% (n = 320,000); AID 2235;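 active = inhibition above the mean inhibition of all tested compounds plus 3 SD, computed separately for each screening campaign, cut at about 15% in these data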
VLA-4 inh = inhibition in a human VLA-4 binding assay; P13612; VLA-4 expressing cells, ligand binding flow cytometry; inhibition, % (about 7 µM as worked out from the volumes in the protocol); actives 0.2% (n = 330,000); AID 2557; in the data active = inhibition above about 50%
proCasp3 act = activators of human procaspase-3. activation, % at 8.5 µM. actives 0.11% (n = 330,000). recombinant procaspase-3 D3A, Ac-DEVD-pNA absorbance 405 nm. AID 463141. P42574;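 active = activation above the mean of all tested compounds plus 3 SD, cut at about 21% in these data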;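 note: 0% = DMSO alone and 100% = DMSO wells spiked with extra 5 µM PC-3 D3A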
Target sequence (P42574 whole entry D9A/D28A/D175A): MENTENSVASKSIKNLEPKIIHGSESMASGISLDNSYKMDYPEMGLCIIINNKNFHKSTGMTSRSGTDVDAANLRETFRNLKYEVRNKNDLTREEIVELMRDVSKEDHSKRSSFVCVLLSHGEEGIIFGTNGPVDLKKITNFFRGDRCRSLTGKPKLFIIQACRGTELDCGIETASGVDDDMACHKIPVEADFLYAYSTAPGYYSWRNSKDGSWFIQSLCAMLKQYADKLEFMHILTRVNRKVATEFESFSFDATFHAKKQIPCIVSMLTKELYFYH
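material = Procaspase-3 D3A mutant | probe or stimulus = Ac-DEVD-pNA | compound = single dose, 8.5 µM nominal compound, 0.8% DMSO | timing = 1 h preincubation, 2 h reaction | measured by = 405 nm absorbance of p-nitroaniline, reads at 0 and 120 min | benchmarks = DMSO-only low control, 5 µM PC-3 D3A high control | repeats = singlicate, each compound tested once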
GRK2 inh = human GRK2 inhibition via aptamer displacement; AID 488847; bead flow cytometry, FAM-aptamer displacement from GRK2; actives 0.59% (n = 330,000); P25098; inhibition of aptamer binding, % at 10 µM;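 active = inhibition of aptamer binding above 40%, roughly 3 SD of noise, on plates passing a quality check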;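 note: median bead fluorescence of bound FAM aptamer so fluorescent compounds give negative values; no value below 0 was filed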
PP5 primary = blocks human protein phosphatase 5 activity | P53041 | purified PP5c, OMFP substrate fluorescence | inhibition, % at 6.7 µM | actives 0.18% (n = 320,000);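 active = inhibition above the campaign's mean inhibition across all tested compounds plus 3 SD, cut at about 9.5% in these data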;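 note: 0% = DMSO only and 100% = 100 µM cantharidin control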
Target sequence (P53041 whole entry, looked up): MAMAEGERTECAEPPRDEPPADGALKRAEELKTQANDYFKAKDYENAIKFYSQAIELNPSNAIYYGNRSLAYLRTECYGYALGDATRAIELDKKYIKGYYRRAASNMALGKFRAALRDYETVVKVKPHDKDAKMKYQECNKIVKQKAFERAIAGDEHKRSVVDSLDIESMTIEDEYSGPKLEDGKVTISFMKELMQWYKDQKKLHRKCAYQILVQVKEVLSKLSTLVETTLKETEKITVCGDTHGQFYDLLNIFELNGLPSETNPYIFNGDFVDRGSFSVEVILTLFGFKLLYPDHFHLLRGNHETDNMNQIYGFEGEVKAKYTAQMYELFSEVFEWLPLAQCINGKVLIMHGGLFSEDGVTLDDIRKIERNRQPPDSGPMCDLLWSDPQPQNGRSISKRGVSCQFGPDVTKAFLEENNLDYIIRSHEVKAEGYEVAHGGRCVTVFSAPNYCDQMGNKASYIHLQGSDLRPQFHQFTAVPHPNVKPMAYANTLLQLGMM
JMJD2C inh = inhibitors of human GASC-1 (JMJD2C) demethylase; Q9H3R0; GST-JMJD2C(1-420) H3K9me3 demethylation, DELFIA europium; inhibition, % at 2.35 µM; actives 0.069% (n = 330,000); AID 2099;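 active = more than half of a compound's replicate wells show inhibition beyond 50%, single wells judged on their own value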;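 note: signal counts dimethyl H3K9 product captured on neutravidin plate; 0% = median of DMSO wells and 100% = 0.3 times that DMSO median; strong numbers were not always called active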
CTSL1 counter = counter-screen for PFM18AAP inhibitors: inhibitors of F. hepatica cathepsin L1; actives 0.49% (n = 300,000); recombinant F. hepatica cathepsin L1, Z-Leu-Arg-MCA fluorescence; AID 1906; inhibition, % at 5.96 µM;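 active = inhibition above the mean of all tested compounds plus 3 SD, set per screening campaign, cut at about 17% in these data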;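 note: 0% = plate median of test compound wells and 100% = 1 µM Z-Phe-Ala-diazomethylketone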
core dimer inh = blocks dimerization of HCV core protein. AID 1899. inhibition, % at 5 µM. actives 0.33% (n = 300,000). TR-FRET GST/Flag-core106 dimerization, 1536-well;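 active = inhibition above the mean of all tested compounds plus 3 SD, set per screening campaign, cut at about 45% in these data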
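Assay system – GST-tagged and Flag-tagged HCV core protein residues 1-106 · Quantity – core106 proteins, GST 13.5 nM and Flag 17 nM · Benchmarks – unlabelled core106 and no-GST-core106 wells · Read-out basis – percent inhibition of core106 dimerization signal · Detection – time-resolved FRET, ex 340 nm, em 617 and 671 nm · Schedule – 4 h at 22.5 °C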
Numbers without * were called inactive; x = no result given; & = joins results of further samples.

Structure	proCasp3 act	core dimer inh	JMJD2C inh	VLA-4 inh	PP5 primary	GRK2 inh	procasp7 counter	PP1 counter	CTSL1 counter
COc1cccc(C(=O)N2CCN(C3CCN(Cc4ccccc4)CC3)CC2)c1OC	-2	-1	-7	8	2.6	0	2	2	-1
CC(C)C(=O)c1cn(CC(=O)NCC2CCCO2)c2ccccc12 (stereo not given)	1	-3	-2	16	1.0	2	10	0	2
CCOc1cc(C(=O)O)cc(Cl)c1OCC#N	2	10	6	5	-0.6	4	-7	-2	1
CC[C@H](C)C(N)c1cn([C@@H](CC(N)=O)C(=O)N2CCNCC2)nn1 (stereo not given in full)	4	-11	-9	-7	3.4	3	-11	3	-2
C/C(=C1/SC(N2CCCC2)=NC1=O)c1ccc(Br)cc1	-7	4	9	11	2.7	0	9	-1	0
O=C(COC(=O)c1ccc(F)cc1)NCC1CCCCC1	-3	x	-2	51*	x	0	0	x	x
CCC1(CC)NC(=O)N(Cc2nc3ccccc3s2)C1=O	2	-6	-5	-1	-0.8	1	7	-3	3
COc1cc(NC(=S)N(C)CCC#N)c(OC)cc1Cl	-3	0	3	-9	-0.7	0	7	-5	-4
O=C(CNC(=O)[C@@H]1Cc2ccccc2CN1)NCc1ccco1	7	12	8	-110	1.8	0	3	-2	2
COc1ccc(NC(=O)NCCCCc2ccccc2)cc1OC	-8	-1	-13	-4	2.3	0	1	0	2
Nc1ccc(S(=O)(=O)Nc2ccc(S(N)(=O)=O)cc2)cc1	-2	1	5	-5	1.4	0	-2	-2	1
C=CCNc1oc(-c2cccs2)nc1S(=O)(=O)c1ccccc1	1	3	-26	9	0.0	0	2	2	-2
O=C(NCCO)C(=O)NCC(c1ccc2c(c1)OCO2)N1CCN(c2ccc(F)cc2)CC1 (stereo not given)	5	-2	0	7	-1.0	2	4	-4	1
COc1ccc(C(=O)Nc2ccccc2)cc1S(=O)(=O)Nc1cc(C)on1	8	-1	-2	6	0.9	1	-12	-3	5
Cc1ccc(NC(=O)CSc2n[nH]c(-c3ccncc3)n2)cc1C	5	7	4	-6	1.8	2	-5	2	5
O=C(O)CC(=O)Nc1ccc(Oc2ccc(C(F)(F)F)cn2)c(Cl)c1	7	0	4	6	-0.2	2	8	-2	1
CC(C)n1c(NCc2c[nH]c3ccccc23)nc2ccccc21	1	-8	1	3	1.6	0	10	-2	1
Cc1cccc(C(=O)NNC(=O)CCn2nnc3ccccc32)c1	-1	1	35	-8	2.1	1	1	-3	-1
O=C(O)c1ccc2c(c1Nc1ccccc1)C(=O)c1ccccc1C2=O	-4	-23	-13	-4	2.5	1	-3	1	3
COCCNC(=O)COC(=O)c1cc(-c2ccc(OC)cc2)nc2ccccc12	7	-1	4	-3	0.9	0	-3	0	-3
O=C(CSc1n[nH]c(=O)n1Cc1ccco1)N1CCOCC1	4	1	-1	-7	-1.4	0	-5	1	-5
CCCCn1c(SCC(=O)NCCc2ccc(OC)c(OC)c2)nc2c1c(=O)n(C)c(=O)n2C	-1	-4	-2	6	2.5	1	3	-6	3
CN(C)CCN(C(=O)c1cc(Cl)sc1Cl)c1nc2ccc(F)cc2s1	4	-2	-8	-8	-1.4	0	13	-3	-2
O=C(CSc1nnnn1C1CCCCC1)NCc1ccc2c(c1)OCO2	8	-2	8	14	4.0	3	0	-4	0
O=S(=O)(NCCc1ccncc1)c1ccc(Br)cc1	-12	-3	-5	-9	-1.5	0	11	2	0
O=C(c1ccccc1)N1CCC(c2nc(-c3ccc(S(=O)(=O)N4CCOCC4)cc3)no2)CC1	4	1	6	-5	0.4	3	10	-1	-1
COc1ccc(-c2onc3ccc(Br)cc23)cc1	1	2	0	0	1.4	1	-11	1	0
O=C(CSc1nc(-c2ccco2)cc(C(F)(F)F)n1)Nc1ccc(C(=O)N2CCOCC2)cc1	0	4	-12	26	2.5	0	10	2	-2
COc1ccc2c(c1)c(C(=O)CN1CCOCC1)c(C)n2C	-4	1	x	0	1.3	0	2	-1	4
CCc1ccccc1N(CC)C(=O)C1CCN(c2ncnc3c2nc2n3CCCCC2)CC1	4	3	-17	-117	1.0	5	-7	-2	-3

Three compounds from above, sorted by the value under PP5 primary, low to high:
Molecule,proCasp3 act,core dimer inh,JMJD2C inh,VLA-4 inh,PP5 primary,GRK2 inh
CCc1ccccc1N(CC)C(=O)C1CCN(c2ncnc3c2nc2n3CCCCC2)CC1,4,3,-17,-117,1.0,5
Cc1cccc(C(=O)NNC(=O)CCn2nnc3ccccc32)c1,-1,1,35,-8,2.1,1
O=C(O)c1ccc2c(c1Nc1ccccc1)C(=O)c1ccccc1C2=O,-4,-23,-13,-4,2.5,1

Going on with the list.
Structure	proCasp3 act	core dimer inh	JMJD2C inh	VLA-4 inh	PP5 primary	GRK2 inh	procasp7 counter	PP1 counter	CTSL1 counter
CN(C(=O)CSc1nncc2ccccc12)c1ccccc1	6	x	-6	2	x	0	-6	x	x
Cc1cc(C)c(C(N)=O)c(Cl)n1	2	6	1	14	-2.2	0	12	-2	0
COc1ccc(C(C)NC(=O)C2CCCC2)cc1 (stereo not given)	5	6	3	10	0.2	6	0	-1	-2
CCCCn1c(=O)c2c(O)cc(=O)oc2c2ccccc21	-6	3	-25	-7	-1.3	10	-13	5	2
c1ccc(SCCOCCN2CCc3ccccc3C2)cc1	1	0	-7	4	0.6	0	6	-2	4
O=c1c2ccc([N+](=O)[O-])cc2ncn1CCOc1ccc(Cl)cc1	7	3	-8	-43	0.7	0	1	2	1
COc1ccc(NC(=O)CCN2CCN(S(=O)(=O)c3cc(Cl)ccc3Cl)CC2)cc1	0	0	-4	-11	2.2	0	-7	1	0
O=S(=O)(NC1CCCCC1)c1ccc(Cl)s1	-13	-6	3	-5	4.8	0	3	-6	-4
Nc1cc(N)cc(-c2nc3ccccc3o2)c1	0	0	0	-66	-0.2	0	-1	0	2
CCOC(=O)c1c(C)[nH]c(C2=NNC(=NC3CC3)SC2)c1C	-21	-6	-2	2	0.0	3	-30	-4	12
Cn1c(=O)oc2cc(S(=O)(=O)NCCC(=O)NCCc3ccc(Cl)cc3)ccc21	0	0	69	-9	-0.6	0	-4	3	6
Cc1ccc(C)c(C(=O)CN2Cc3ccccc3C2=O)c1	-1	8	-2	-9	-0.3	3	-3	-2	3
COC(=O)c1ccccc1N(C)S(=O)(=O)c1cc2c(cc1C)OCC(=O)N2	-1	-1	1	0	0.3	0	3	-4	-2
COc1ccc(C2CC(=O)c3c(C)nc(N4CCN(c5ccccc5)CC4)nc3C2)cc1 (stereo not given)	-5	7	-12&1	7	1.9	4	8	-1	0
CCOC(=O)C1=C(c2ccccc2)N=C2SCC(=O)N2C1c1ccc(O)c(OC)c1 (stereo not given)	-7	3	11	-11	-1.1	4	-13	-1	2
CCOC(=O)COc1ccccc1C1Nc2ccccc2C(=O)N1c1cccc(Cl)c1 (stereo not given)	5	21	3	29	1.7	1	-6	4	2
COc1ccc(NC(=O)NNC(=O)C(C)Oc2ccc3ccccc3c2)cc1OC (stereo not given)	9	9	-14	-7	-1.5	0	-4	0	1
CCOP(=O)(OCC)c1nc(-c2ccc(Cl)cc2)oc1NCc1ccccc1	4	9	5	8	1.6	1	6	2	3
CCOc1cc(/C=C2\SC(N3CCCCC3)=NC2=O)ccc1O	-16	-11	3	3	1.9	0	-6	-6	1
Cc1onc(-c2c(Cl)cccc2Cl)c1C(=O)NC(=S)Nc1sc2c(c1C(N)=O)CCC(C)C2 (stereo not given)	-3	27	-12	-1	0.1	1	-14	2	4
Cc1ccc(C(=O)c2c[nH]c(C(=O)NCCCN3CCOCC3)c2)cc1	3	-4	-7	0	-3.5	0	-5	4	2
O=C(c1ccccc1)n1nc(-c2ccccc2)nc1NCc1ccco1	5	3	-17	9	2.7	0	7	-1	-4
COc1cc(C(=O)OCC(=O)c2c[nH]c3ccccc23)ccc1OCC(=O)N1CCOCC1	-9	-4	-14	-6	1.6	0	6	1	-1
O=C(O)c1ccc2c(c1)C(=O)N(N1C(=O)c3ccccc3C1=O)C2=O	-5	-9	-3	6	1.9	2	2	1	-2
C/C(=N\NC(=O)COc1ccc(C)cc1Br)c1cc([N+](=O)[O-])cs1	1	8	0	37	2.0	2	8	22*	0
COc1ccc(/C=C(\C#N)c2n[nH]c(Cn3cncn3)n2)cc1	-5	-5	-3	-6	-0.9	0	-6	-3	2
O=C(Nc1nnc(-c2ccc(Cl)cc2)o1)C1=COCCO1	-2	-13	-15	3	1.8	0	-3	3	1
Cc1cc(C)nc(NN=C(c2ccccc2)c2ccccc2)n1	6	2	2	-5	1.3	3	21	-1	-2
COc1ccc(NC(=O)CO/N=C/C(=O)Nc2ccccc2C)c([N+](=O)[O-])c1	7	x	3	-5	2.4	0	0	1	x
CCOC(=O)CN1C(=O)C(=O)N(Cc2ccccc2F)C1=O	-4	5	3	-7	2.0	2	3	-1	1
CCc1nnc(NC(=O)Cc2ccc(Br)cc2)s1	-4	0	22	-7	1.3	0	2	-3	-2
Cc1ccc(S(=O)(=O)N2[C@@H](c3ccc(Br)cc3)C(C(=O)O)=CC[C@H]2c2cccc(Cl)c2)cc1	0	x	43	19	x	0	4	x	x
COc1ccc(N/C(=C(/C(Cl)=C(Cl)Cl)[N+](=O)[O-])n2nnc3ccccc32)cc1	-5	9	6	-84	-1.3	0	-5	-1	17
Cc1nn(C)c(C)c1/C=C1/SC(=S)NC1=O	1	-3	5	7	1.1	0	3	-3	-1
Cc1nc(SCC(=O)Nc2ccc(C)c(F)c2)c2oc3ccccc3c2n1	1	-5	-2	23	1.2	0	4	-2	4
O=C(O)C1CCN(C(=O)c2cccc3ccccc23)CC1	5	3	3	1	1.2	2	-5	-1	-4
O=C(NCc1cccnc1)c1ccc(S(=O)(=O)Nc2ccccc2)cc1	-9	-3	-63	1	-2.1	1	3	-1	6
COC(=O)CCC(=O)OC1(C)C(=O)C=C2C=C(C3CC3)N(Cc3ccco3)C=C2C1=O (stereo not given)	5	-5	-2	31	4.2	1	-9	-3	0
Cc1ccc(C(C)C)cc1OCC(=O)N/N=C/c1ccc2c(c1)OCCO2	3	7	4	5	6.0	2	-5	2	-1
COc1cc2c(cc1OC)C(c1cccc([N+](=O)[O-])c1)=NCC2	0	-2	-3	23	0.7	2	4	-3	-5
c1coc(-c2nc3c4c5c(sc4ncn3n2)CCCC5)c1	-4	2	-2	22	1.8	2	10	2	-2
N#CC(c1cccc(C(F)(F)F)c1)(c1ncc(C(F)(F)F)cc1Cl)N1CCOCC1 (stereo not given)	4	5	10	12	2.0	0	8	1	2
O=C(Nc1ccc2oc(-c3ccc(Cl)c(Cl)c3)nc2c1)c1ncn[nH]1	6	7	-12	1	-0.5	1	-7	-3	-1
